Growth percent in the NCI-60 one-dose screen (48 h, 10 µM unless noted): 100 = growth as untreated, 0 = no growth, -100 = all killed.
CCRF-CEM = CCRF-CEM leukemia | 77,000 tested, 7% active | AID 1794778
RPMI-8226 = RPMI-8226 leukemia cells; 77,000 tested, 7.5% active
HOP-92 = HOP-92 NSCLC cells | AID 1794738 | 71,000 tested, 6.3% active
MOLT-4 = MOLT-4 leukemia cells; 80,000 tested, 6.9% active
HOP-62 = HOP-62 NSCLC; AID 1794735; 80,000 tested, 3.9% active
SR = SR leukemia cells. 73,000 tested, 8.7% active. AID 1794780
K-562 = K-562 leukemia; 78,000 tested, 7.4% active; AID 1794777
EKVX = EKVX NSCLC. 71,000 tested, 3% active. AID 1794765
The depositor's hits bear a star; . = not tested or not shown; & = joins results of further samples; [ ] = dose if it differs, or a comment. Rule for the calls: active = growth percent below 10; inactive = the rest.

SMILES	CCRF-CEM	RPMI-8226	HOP-92	MOLT-4	HOP-62	SR	K-562	EKVX
N#Cc1nnn(-c2ccc(S(N)(=O)=O)cc2)c1NS(=O)(=O)c1ccccc1	94	93	97	89	97	91	.	98
Nc1c(C(=O)Nc2ccccc2)sc2nc3c(cc12)CCCCCC3	6.8*	.	77	18	15	13	7.9*	.
C=CCn1c(SCC(=O)Nc2ccc(OC)cc2)nnc1-c1cc(-c2ccccc2)nc2ccccc12	.	.	105	109	98	116	100	87
O=C(NCc1ccc(Cl)cc1Cl)C1CCC(=O)N1c1cccs1 (stereo unspecified)	110	96	103	98	93	92	108	91
Nc1n[nH]c2cccc(C#Cc3cccc(NC(=O)c4cc(N5CCOCC5)cc(C(F)(F)F)c4)c3)c12	44	40	34	30	48	44	4.3*	60
COc1ccc(-c2nnc(-c3ccc(OC)cc3)n2-c2cc(OC)c(OC)c(OC)c2)cc1	95	107	90	92	92	97	100	107
CCCCCCCCCCCCCCCCNc1ccccc1	44	52	98	43	105	75	80	106
Nc1cccc(C(=O)O)c1	139	96	57	123	102	61	104	89
COc1ccc2c(c1)sc1nc(-c3ccccc3)c(-c3ccc(O)c(OC)c3)n12	78	78	.	71	79	17	31	88
Clc1cccc(Cl)n1	98	103	100	117	117	.	108	115
CCCNC(=O)Oc1ccc(/C(=C(/C)Cc2ccc(OC)cc2)c2ccc(OCCN3CCCCCC3)cc2)cc1	80	88	68	84	92	39	71	85
O=C(c1cnn2c1NC(c1ccc(F)cc1)C2)N1CCCCC1 (stereo unspecified)	105	103	97	108	92	107	103	.
CC(C)(C)Nc1nc2c(OCCc3ccccc3)cccn2c1-c1ccc([N+](=O)[O-])cc1	54	43	55	18	78	52	40	42
CCCCNC(=O)C(c1ccccc1)c1ccccc1	95	87	103	103	104	130	98	93
CCOC(=O)/C=C/c1ccc(C(=O)OCC)[nH]1	83	75	54	76	77	.	19	.
CC1CCCN(CCCOc2ccc(-c3ccc(C#N)cc3)cc2)C1 (stereo unspecified)	76	74	.	61	87	72	64	89
O=C1NC2(CCCCC2)OC12CCCCC2	.	.	.	88	105	83	98	118
c1ccc(CNCc2ccc(CNCc3ccccc3)cc2)cc1	77	75	.	81	90	82	47	106
CC(/C=C/c1ccc(Br)cc1)=N\OCC(=O)Nc1ccc(Cl)cc1	84	87	.	74	96	93	83	.
CC(C)n1nc(C#Cc2cccc3cc(-c4cccc(C(F)(F)F)c4)ncc23)c2c(N)ncnc21	39	57	78	43	60	.	2.2*	94
CCCCn1sc(=O)n(Cc2ccc(CNC(=O)OCc3ccc4c(Br)cc(Br)c(O)c4n3)cc2)c1=O	18	19	38	15	27	5.7*	13	103
Cc1ccc(/C=C2\N=C3SCCCN3C2=O)c(C)c1	114	104	108	107	99	101	101	95
CC(C)(C)N1CCC1C(N)=O (stereo unspecified)	93	88	100	120	97	115	98	92
OC(CCc1ccccc1)c1ccccc1 (stereo unspecified)	100	108	90	111	.	113	115	102
CCn1cc(C(=O)O)c(=O)c2cc(F)c(N3CCN(C(=O)CSc4nc(-c5ccc(Cl)cc5)c(C#N)c(=O)[nH]4)CC3)cc21	94	96	77	95	87	.	102	103
CS(=O)(=O)N(c1cc(-c2ccc3ncnc(Nc4ccc(F)c(Cl)c4)c3c2)cnc1Cl)S(C)(=O)=O	18	.	-12*	6.9*	42	48	51	26
CC1CC(c2c(O)cc(O)c3c(=O)c(O)c(-c4ccc(O)cc4)oc23)NC1=O (stereo unspecified)	84	98	108	84	93	87	89	98
O=C(COc1ccc(Cl)cc1Cl)OCCCl	.	98	100	78	97	89	84	.
COC1c2occc2C(OC)C2C3C(=C(C)OC12)Sc1nc(-c2ccc(N(C)C)cc2)c(C#N)c(N)c13 (stereo unspecified)	52	73	93	74	106	80	92	88
CCOC(=O)c1cnn(CC(C)O)c1NC(=O)NCc1ccccc1F (stereo unspecified)	84	90	83	76	105	91	93	106
CC[C@@H](C(=O)[C@H](C)[C@H](O)[C@@H](C)[C@H]1O[C@H]([C@@H](CC)C(=O)O)CC[C@H]1C)C1O[C@]2(C=C[C@@H](O)[C@]3(CC[C@@](C)([C@H]4CC[C@](O)(CC)[C@H](C)O4)O3)O2)[C@H](C)C[C@@H]1C (stereo partly specified)	.	-7.0*	24	17	37	22	6.7*	31
CCNCCCn1c2c(c3ccc([N+](=O)[O-])cc3c1=O)C(=O)c1cc(OC)cnc1-2	3.9*	-22*	-12*	-4.3*	-67*	0.0*	-3.0*	8.7*
OB(O)c1ccc(B(O)O)cc1	76	94	84	105	114	104	93	.
COc1cc(-c2c(-c3ccccc3)c[nH]c2C(=O)NCCCO)c(OC)c2c1OCO2	89	100	97	92	98	94	87	99
COc1ccc(Cc2cc(-c3ccccc3)nn(C/C(=N/O)c3ccccc3)c2=O)cc1OC	80	54	64	58	92	56	70	85
Cc1sc2c(c1C)c(=O)nc1c(-c3nc(-c4ccccc4)cs3)n[nH]n12	86	94	99	86	92	91	94	80
O=C(O)c1cc(Cl)ccc1Nc1ccc2nnc(-c3ccncc3)n2n1	78	92	101	88	77	80	101	.
O=C(Nc1ccc(OCc2nnc(-c3ccccc3)o2)c(F)c1)Nc1ccc(Cl)c(C(F)(F)F)c1	19	-21*	.	14	14	0.1*	13	.
C=C(C)[C@@H]1CC[C@]2(C(=O)NCCCCCCN(CCC#N)CCC#N)CC[C@]3(C)[C@H](CC[C@@H]4[C@@]5(C)CC[C@H](OCCC#N)C(C)(C)[C@@H]5CC[C@]43C)[C@@H]12	63[100 µM]	49[100 µM]	29[100 µM]	50[100 µM]	87[100 µM]	42[100 µM]	42[100 µM]	105[100 µM]
Oc1ccc(C(c2ccc(O)cc2)C(Cl)(Cl)Cl)cc1	76	83	56	70	107	88	80	82
COc1cc2nc(Cl)nc(Nc3cccc(C4=NN(C(C)=O)C(c5ccccc5)C4)c3)c2cc1OC (stereo unspecified)	57	42	88	62	97	74	71	81
CC12CCC(C(N)C1=O)C2(C)C (stereo unspecified)	93&99	103&103	111&117	94&82	109&106	103	105&95	113&114
N#CC(NC(N)=O)c1ccccc1 (stereo unspecified)	102	108	.	127	95	99	120	107
CCNC(=S)NNC=O	87	101	81	113	105	100	106	.
Clc1nnc(NC2CCCCC2)c(Cl)c1Cl	75	85	97	76	96	81	100	116
COS(=O)(=O)c1cccc2c(S(=O)(=O)OC)cccc12	99	108	55	109	107	108	112	110
COc1ccc(C[C@H](N)C(=O)N[C@@H]2[C@@H](CO)OC(n3cnc4c(N(C)C)ncnc43)[C@@H]2O)cc1 (stereo partly specified)	-3.9*	13	-67*	-22*	-58*	-38*	-11*	-47*
COc1ccc(NC(=O)[C@H](CCC(=O)OC(C)(C)C)NC(=O)OC(C)(C)C)cc1C(=O)Nc1cccc(C2CC(=O)c3c(cc(OC)c(OC)c3OC)O2)c1 (stereo partly specified)	96	82	103	76	101	74	85	99
COc1cc(C=C2C(=O)NC(=S)NC2=O)cc(CN2CCN(C)CC2)c1O	100	104	100	111	107	110	106	107
Cn1ccc(Cc2cnc(N)s2)n1	100	101	98	93	100	89	.	106
CN(C)CCCN1c2nc3ccccc3cc2Sc2cc3ccccc3nc21	.	.	.	-58*	32	-38*	4.3*	-51*
CCOC(=O)c1c[nH]c2c([N+](=O)[O-])cc(OC)cc2c1=O	69&86	70&98	115&102	90&101	100&113	85&94	95&101	97&116
O=C1NC(=S)NC1Cn1c(-c2ccccc2)nc2ccccc21 (stereo unspecified)	92	98	112	96	95	.	96	97
O=C1Nc2ccccc2/C1=C\c1ccc(OCC(=O)c2ccc(Br)cc2)cc1	58	49	75	8.5*	104	36	28	66
CCCOc1cc(N)ccc1C(=O)OCCN(CC)CC	.	106	.	97	106	101	105	103
C[C@H]1[C@H](C)CC[C@]2(C(=O)Nc3ccc4ncccc4c3)CC[C@]3(C)C(=CC[C@@H]4[C@@]5(C)CCCNC(C)(C)[C@@H]5CC[C@]43C)[C@H]12	-25*	-42*	60	-48*	95	-49*	.	77
CCCCC/C(C=C(C#N)C#N)=C/c1ccccc1	14	-14*	112	13	106	7.8*	42	106
O=C(Nc1nn2c(-c3cc(C(F)(F)F)cc(C(F)(F)F)c3)nnc2s1)C1CCCC1	14	20	-24*	-10*	8.9*	.	6.7*	22
COc1ccc(OC)c(/C=C2\C(=O)NN=C2N)c1	103	116	80	103	94	.	111	109
O=C1/C(=C/c2ccc([N+](=O)[O-])o2)Oc2ccc(Br)cc21	66	84	.	1.3*	94	8.8*	-1.8*	.

Remaining list, next part
SMILES	CCRF-CEM	RPMI-8226	HOP-92	MOLT-4	HOP-62	SR	K-562	EKVX
CS(=O)C1=NCC(c2c(N)n[nH]c2-c2ccc(Cl)cc2)=N1 (stereo unspecified)	88	.	72	.	69	.	78	114
C=C1C(=O)O[C@H]2[C@H]1CC/C(COC(=O)NCC(=O)Nc1ccc(OC)c(C(N)=O)c1O)=C\CC[C@@]1(C)O[C@@H]21	-16*	3.0*	15	42	85	13	9.0*	85
O=c1[nH]c(=S)c2cnn(-c3ccccc3)c2[nH]1	97	78	78	.	62	115	86	85
CCOC(=O)/C(C#N)=C/c1ccccc1Br	93	108	102	90	.	77	97	106
CCc1ccc2c(c1)C(=O)CCC2	93	.	64	112	100	100	106	110
O=C1/C(=C/c2cccc3ncccc23)Cc2cc3c(cc21)OCO3	86	75	.	65	79	33	28	74
COc1cc(/C(=C(\CC(=O)O)C(=O)O)c2ccc3c(c2)OCO3)cc(OC)c1OC	96	101	93	97	92	99	104	109
O=C(NO)Nc1ccccc1C(=O)O	.	113	115	104	108	102	104	96
COc1ccc(N=Nc2c(N)nn3ccc(C)nc23)cc1	99	97	99	99	94	101	106	87
O=C(NC(=S)Nc1cnccn1)c1ccccc1	100	100	108	105	101	89	99	91
COc1cc(-c2nc(-c3ccccc3)c(-c3ccccc3)n2C2CCCCC2)ccc1OC1CCCC1	55	34	35	43	99	.	51	.
O=c1[nH]c(CN/N=C/c2ccc(Cl)cc2)nc2ccccc12	91	90	97	95	98	101	.	97

Given bar-delimited: 12 of the compounds above.
compound | CCRF-CEM | RPMI-8226 | HOP-92 | MOLT-4 | HOP-62 | SR | K-562 | EKVX
O=C(Nc1nn2c(-c3cc(C(F)(F)F)cc(C(F)(F)F)c3)nnc2s1)C1CCCC1 | 14 | 20 | -24* | -10* | 8.9* | . | 6.7* | 22
COc1ccc(OC)c(/C=C2\C(=O)NN=C2N)c1 | 103 | 116 | 80 | 103 | 94 | . | 111 | 109
O=C1/C(=C/c2ccc([N+](=O)[O-])o2)Oc2ccc(Br)cc21 | 66 | 84 | . | 1.3* | 94 | 8.8* | -1.8* | .
CS(=O)C1=NCC(c2c(N)n[nH]c2-c2ccc(Cl)cc2)=N1 (stereo unspecified) | 88 | . | 72 | . | 69 | . | 78 | 114
C=C1C(=O)O[C@H]2[C@H]1CC/C(COC(=O)NCC(=O)Nc1ccc(OC)c(C(N)=O)c1O)=C\CC[C@@]1(C)O[C@@H]21 | -16* | 3.0* | 15 | 42 | 85 | 13 | 9.0* | 85
O=c1[nH]c(=S)c2cnn(-c3ccccc3)c2[nH]1 | 97 | 78 | 78 | . | 62 | 115 | 86 | 85
CCOC(=O)/C(C#N)=C/c1ccccc1Br | 93 | 108 | 102 | 90 | . | 77 | 97 | 106
CCc1ccc2c(c1)C(=O)CCC2 | 93 | . | 64 | 112 | 100 | 100 | 106 | 110
O=C1/C(=C/c2cccc3ncccc23)Cc2cc3c(cc21)OCO3 | 86 | 75 | . | 65 | 79 | 33 | 28 | 74
COc1cc(/C(=C(\CC(=O)O)C(=O)O)c2ccc3c(c2)OCO3)cc(OC)c1OC | 96 | 101 | 93 | 97 | 92 | 99 | 104 | 109
O=C(NO)Nc1ccccc1C(=O)O | . | 113 | 115 | 104 | 108 | 102 | 104 | 96
COc1ccc(N=Nc2c(N)nn3ccc(C)nc23)cc1 | 99 | 97 | 99 | 99 | 94 | 101 | 106 | 87

Continued:
SMILES	CCRF-CEM	RPMI-8226	HOP-92	MOLT-4	HOP-62	SR	K-562	EKVX
O=C1NN(C(=O)c2ccccc2)C(c2ccccc2)=N/C1=C\c1cn(-c2ccccc2)nc1-c1ccccc1	89	95	97	60	111	80	.	103
COCCOc1ccc(-c2csc(NC(C)=O)n2)cc1NS(=O)(=O)c1cccc2c(N(C)C)cccc12	105	70	59	.	102	.	.	85
Cn1cccc1CC(=O)N/N=C\c1ccc(O)cc1O	30	94	62	83	74	.	117	78
O=NN(c1ccccc1)c1cccc2ccccc12	98	93	84	89	78	97	88	98
Nc1ccc2cc(Cl)ccc2c1	91	105	.	102	104	98	99	84
O=C1CCC(C(=O)NC2CCC(O)CC2)CC1 (stereo unspecified)	113	112	109	112	109	98	100	98
CC(C)NC(=S)Nc1ncccc1OCc1cccc(Cl)c1	88	75	100	.	87	.	110	91
Nc1c(C(=O)Nc2ccncc2)sc2nc3c(cc12)CCCCCCCC3	-38*	-49*	-76*	-41*	-74*	-28*	-52*	-31*
Cc1ccccc1OCC(O)CN1CCCCC1 (stereo unspecified)	110	134	156	118	91	108	105	102
COc1cc2c3c(c(=O)oc2cc1OS(C)(=O)=O)CCCCCC3	98	89	80	96	77	86	99	.
NS(=O)(=O)c1ccc(Cn2c(SCC(=O)N/N=C/c3ccccc3O)nc3ccccc3c2=O)cc1	23	50	54	21	36	27	37	60
O=C(NC(C(=O)NO)c1ccc(-c2cc(F)c(F)c(F)c2)cc1)c1ccc(O)c(F)c1 (stereo unspecified)	70	72	90	63	98	73	71	102
O=C(c1nc2ccccc2[nH]1)C1[C@@H](c2cccc(O)c2)C2CC3CCCCC3N2[C@@]12C(=O)Nc1cc(Cl)ccc12 (stereo partly specified)	15	4.4*	55	7.1*	60	3.7*	22	42
N/C(=N/S(=O)(=O)c1ccc(N)cc1)c1ccccc1	99	96	92	103	96	104	97	93

Source: PubChem (NCI)
